# CHX counter: affects cycloheximide protein synthesis inhibition readout, counter-screen; cell reporter, cycloheximide protein synthesis inhibition counterscreen; 300,000 compounds, 12% hits; max response, %; in the data active means max response mostly above about 13%, no sharp cut-off; inactive means mostly below about 14%; further: read at 38.3 µM for the half of the compounds with a filed dose; 0% is about no effect
# AMA1 RON2 block: disrupts binding of P. falciparum AMA1 to RON2 | AlphaScreen AMA1-biotinylated RON2 peptide binding | Potency, µM (highest dose often 58.2 µM), inactives show top-dose activity change, negative = inhibition, most hits filed as inhibitors | 360,000 compounds, 0.2% hits;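 further: potency means the concentration at half of the fitted maximal effect; 0% = vehicle wells and -100% = peptide control; nearly all actives have a fitted effect of over 45% in size; some results filed as inactive show a strong effect at the top dose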
#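 AMA1 (3D7) with his tag at 25 nM final met compounds first, then biotinylated RON2 peptide at 25 nM; detection used donor plus acceptor beads, 10 µg/mL apiece, read by AlphaScreen after 30 min at room temperature.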
# AmpC no deterg: inhibitors of E. coli AmpC beta-lactamase without detergent; P00811; AmpC nitrocefin hydrolysis, absorbance 480 nm, 0.0001% Triton; Potency, µM (highest dose often 57.1 µM), inactives show at the highest dose activity change, negative = inhibition, hits mostly inhibitors; 330,000 compounds, 0.52% hits;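 further: potency means the concentration at half of the fitted maximal effect; plate controls were no compound for no effect and no enzyme for full effect; nearly all actives have a fitted effect of over 20% in size; some results filed as inactive show a strong effect at the top dose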
# Target sequence (P00811 whole entry, looked up): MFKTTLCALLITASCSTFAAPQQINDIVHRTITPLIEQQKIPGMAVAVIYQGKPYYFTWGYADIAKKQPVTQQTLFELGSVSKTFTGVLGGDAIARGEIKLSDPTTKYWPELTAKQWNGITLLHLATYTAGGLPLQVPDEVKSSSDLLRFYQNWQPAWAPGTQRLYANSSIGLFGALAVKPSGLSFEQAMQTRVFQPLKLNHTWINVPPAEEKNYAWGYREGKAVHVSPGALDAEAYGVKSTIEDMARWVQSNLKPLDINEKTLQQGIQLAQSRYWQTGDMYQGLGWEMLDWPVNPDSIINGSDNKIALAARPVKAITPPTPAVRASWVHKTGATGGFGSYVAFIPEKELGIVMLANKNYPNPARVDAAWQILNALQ
#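 AmpC (5.3 nM in the dispensed reagent) in 20 mM phosphate pH 7.0 with 0.01% (detergent screen) or 0.0001% Triton X-100 was preincubated with compounds for 15 min at room temperature. Nitrocefin was then added from an 800 uM solution, and hydrolysis was followed at 480 nm.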
# FBPA Giardia inh: inhibitors of Giardia lamblia fructose-1,6-bisphosphate aldolase; A8B2U2; purified Giardia FBPA; Potency, µM (highest dose often 59.6 µM), inactives show at the top dose activity, negative = inhibition, actives largely listed as inhibitors; 290,000 compounds, 0.71% hits; further: potency means the concentration at half of the fitted maximal effect; on the % scale 0 is the no-effect control and ±100 the full control effect; nearly all actives have a fitted effect of over 55% in size
# Target sequence (A8B2U2 whole entry, looked up): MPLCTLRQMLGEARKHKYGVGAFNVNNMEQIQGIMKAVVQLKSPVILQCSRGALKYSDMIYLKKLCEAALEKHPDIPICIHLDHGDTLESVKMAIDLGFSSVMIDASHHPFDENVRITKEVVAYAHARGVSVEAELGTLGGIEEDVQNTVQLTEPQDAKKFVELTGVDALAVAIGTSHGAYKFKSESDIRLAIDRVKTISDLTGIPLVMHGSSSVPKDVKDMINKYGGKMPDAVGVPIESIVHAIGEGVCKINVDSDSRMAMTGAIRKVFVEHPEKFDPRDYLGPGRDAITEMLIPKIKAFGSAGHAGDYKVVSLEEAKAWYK
#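 Giardia FBPA (40 nM reagent) was preincubated 10 min at RT with compound (up to 57.5 uM final), then substrate plus GAPDH/TPI/NAD/arsenate coupling system with diaphorase/resazurin was added; resorufin fluorescence (525/598 nm) was read after 20 min.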
# Shiga inhibitor: inhibitors of Shiga toxin in Vero cells | Vero cells, Shiga toxin protein synthesis inhibition reporter | inhibition, % at 38.7 µM | 290,000 compounds, 9.2% hits | AID 2315; in the data active means inhibition mostly above about 28%, no sharp cut-off; inactive means mostly below about 43%; further: 0% is about no effect
# HCMV inh: blocks human cytomegalovirus replication; HFF cells, HCMV-luciferase reporter, 72 h; stronger effect = lower value; activity change, negative = inhibition, % at 57.5 µM; 410,000 compounds, 4.5% hits; AID 1259415; in the data active means activity change below about -60%; inconclusive means no clear call, values can overlap the other calls; inactive means above about -39%; further: on the % scale 0 is the no-effect control and ±100 the full control effect
#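 HFF cells seeded 16 h at 37C, treated with compounds, infected with luciferase-reporter HCMV at MOI 1 PFU/cell; luciferase read at 72 h post infection, normalized to buffer-only and Salinomycin controls.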
# AmpC inh detg: AmpC beta-lactamase inhibition with detergent present. AmpC hydrolysis of nitrocefin, absorbance 480 nm, 0.01% Triton. Potency, µM (highest dose often 114 µM), for inactives: at the highest dose activity change, negative = inhibition, hits mostly inhibitors. 370,000 compounds, 0.041% hits. AID 485294;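 further: potency means the concentration at half of the fitted maximal effect; 0% = no-compound wells and -100% = no-enzyme wells; nearly all actives have a fitted effect of over 25% in size; some results filed as inactive show a strong effect at the top dose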
#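 AmpC (5.3 nM in the dispensed reagent) in 20 mM phosphate pH 7.0 with 0.01% (detergent screen) or 0.0001% Triton X-100 was preincubated with compounds for 15 min at room temperature. Nitrocefin was then added from an 800 uM solution, and hydrolysis was followed at 480 nm.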
# An asterisk follows results filed as active; ? = inconclusive; . = not tested or not shown; [ ] = dose if it differs, or a comment. Unless noted, the call rests on the fitted dose curve; in most records, active means well fitted curve in the direction sought with a large enough effect; inconclusive means small, poorly fitted or top-dose-only effect, or another doubt; inactive means no such curve, though single readings can be large; an effect the other way counts as inactive or inconclusive. An unsorted share of the library. About 16% of those tested had a hit in this group.
SMILES,CHX counter,AMA1 RON2 block,AmpC no deterg,FBPA Giardia inh,Shiga inhibitor,HCMV inh,AmpC inh detg
CCN(C[C@H]1N[C@@](C)(C(=O)OC)[C@H]2C(=O)N(C)C(=O)[C@@H]12)C(=O)Nc1ccc(OC)cc1,.,-0.4%,-11.3%,.,.,45.8,.
O=C(O)CN1C(=O)/C(=C\c2cc(Br)ccc2OCc2ccc([N+](=O)[O-])cc2)SC1=S,2.2,1.6%,20µM*,-6.3%,-4.6,15.5,-4.5%
CCOc1ccccc1-c1cc(C(=O)N/N=C(\C)c2cccnc2)c2ccccc2n1,-1.1,23.1%,29.8%,.,-30.4,-1.3,-1.2%
COc1cc(S(N)(=O)=O)c(OC)cc1N,-2.1,0.0%,3.5%,-4.5%,-6.6,-39.9,-1.4%
Clc1cccc(Cl)c1OCCCCN1CCCCC1,-2.7,?,29.7%,?,-12.7,38.4,?
Oc1[nH]c2ccccc2c1C1=NCCCCC1,-3.0,-17.6%,-7.9%,6.1%,46.4,-17.3,8.6%
COCCn1c(=O)[nH]c2cc(C(=O)NCc3cccnc3)ccc2c1=O,-2.3,-5.2%,-14.0%,4.5%,5.9,18.1,-12.4%
Cc1ccc(C(C)C)c(OCC(=O)N2CCN(c3ncccn3)CC2)c1,.,-3.1%[11.6 µM],88.3%[activator],.,.,-22.7,?
C=CC(O)Cc1c(C)n[nH]c1C (stereo unspecified),-1.1,2.0%,-7.6%,1.5%,-11.1,19.7,-6.0%
O=C(CSc1ccccc1)NCCCN1CCOCC1,-7.2,2.5%,-5.7%,0.7%,-9.9,-24.0,?
O=C(NN1C(=O)/C(=C/c2cccs2)SC1=S)c1ccccc1,-2.5,-16.6%,-57.8%,-5.3%,-6.4,.,-5.0%
CCOC(=O)N1CCN(C(=S)NCCOC)CC1,0.2,2.3%,-24.6%,3.3%,-1.9,9.0,-6.7%
CC(C)CNC(=O)NC(=O)CSc1nc2ccccc2n1CC(C)C,1.5,-1.2%,1.6%,4.0%,-10.1,29.7,?
CN1CCN(Cc2nc3c(c(=O)[nH]c(=O)n3C)n2CCc2ccccc2)CC1,-0.7,2.5%,-7.5%,-1.0%,10.9,23.6,0.1%
CCCCNC(=O)CSc1nc2cc3c(cc2c(=O)n1Cc1ccco1)OCO3,4.5,-21.4%,-6.1%,5.1%,-6.7,-60.5*,-12.7%
NC(=O)c1ccc(C(F)(F)F)cn1,-2.0,5.8%,-10.8%,4.8%,-4.8,-13.8,-9.0%
CC(=O)N1CCN(C(=O)c2ccc(-c3cccc(C(F)(F)F)c3)o2)CC1,.,-6.2%,50.3%,.,.,-30.3,?
Cn1ccsc1=NC(=O)c1ccc(S(C)(=O)=O)c([N+](=O)[O-])c1,42.8*,6.7%,-11.7%,.,36.3*,-5.9,-1.8%
c1cc2c(cc1CN1CCOCC1)OCO2,-1.4,0.1%,-21.9%,-14.3%,-3.1,48.8,-2.6%
Cn1c(CCNC(=O)c2ccccc2)nc2cc(NC(=O)c3ccco3)ccc21,18.0,13.2%,-16.8%,1.6%,82.3,60.8,7.2%
O=C(N/N=C/c1ccc(Br)cc1)c1cc[n+]([O-])cc1,-0.3,14.7%,-40.0%,1.6%,-3.1,-25.8,-9.5%
CCCCNC(=O)c1ccccc1SCc1c(C)noc1C,-2.6,15.4%,-19.5%,2.0%,1.7,-3.1,3.3%
Cc1ccc(NC(=O)CSC(N)=O)cc1Cl,-2.7,14.6%,-47.4%,-2.8%,-7.5,3.9,-12.9%
O=c1[nH]nc(SCc2cc(Cl)ccc2Cl)c(=O)[nH]1,-2.1,1.1%,-28.7%,7.6%,-4.0,2.5,0.2%
CC(C)C1Nc2ccc(C(=O)N3CCN(c4ccccn4)CC3)cc2NC1=O (stereo unspecified),11.5,0.0%,1.2%,3.7%,-4.3,-29.7,1.3%
# (further entries)
SMILES,CHX counter,AMA1 RON2 block,AmpC no deterg,FBPA Giardia inh,Shiga inhibitor,HCMV inh,AmpC inh detg
CCn1cc(S(=O)(=O)CC(=O)Nc2cc(C)on2)c2ccccc21,-1.8,-11.5%,-5.4%,5.5%,-5.1,-19.0,-11.1%
CC(=O)NS(=O)(=O)c1ccc2sc(C)nc2c1,-3.1,7.6%,-8.5%,-2.1%,-0.2,-11.0,-14.8%
Cc1ccc(CSc2nnc(-c3ccccc3N)c(=O)[nH]2)cc1,1.1,13.8%,-40.2%,?,-1.1,29.3,-8.3%
CCc1ccccc1N1C(=O)CC(=O)NC1=O,-1.7,-1.4%,-18.7%,1.5%,-13.7,56.4,2.9%
C/C(=N\NC(=O)Cc1ccc(Cl)cc1)c1cccc(NC(=O)c2cccnc2)c1,3.2,50.1%[activator],-7.5%,.,-6.3,-10.2,-10.8%
Cc1ccc2cc(CCNC(=O)CC(C)(C)C)c(=O)[nH]c2c1C,0.7,2.5%,-17.3%,-1.2%,1.0,-15.5,0.2%
O=C(NC(=S)Nc1ccc(Br)cn1)c1cccnc1,28.1*,18.2%,16.7%,-9.8%,30.0,-36.4,0.1%
O=C(NCCNc1ccc(Cl)cc1[N+](=O)[O-])c1ccccc1F,12.3*,-4.2%,-6.3%,-4.1%,19.2,-38.8,-1.3%
O=C(Cn1c(=O)oc2cc(S(=O)(=O)N3CCCC3)ccc21)NCc1ccccn1,3.3,123.7%[activator],?,5.5%,-5.2,-13.9,2.0%
CCOc1ccc(C(CCc2ccccc2)NC(=O)c2ccccc2)cc1OCC (stereo unspecified),-3.4,-6.7%,-4.5%,0.7%,17.7,0.0,-10.3%
Cc1nc(C)c(C(=O)Nc2ccccc2-c2ccccc2)o1,-2.0,7.5%,4.2%,-6.1%,-21.2,-18.0,-4.2%
CCOCCCNC(=O)c1ccc(/C=C2\Oc3ccccc3N(C)C2=O)cc1,0.3,16.0%,-15.4%,-0.4%,-7.7,-4.8,-0.7%
CC1CC(C)CN(c2nc(NCc3ccco3)nc(N)c2[N+](=O)[O-])C1 (stereo unspecified),2.8,17.8%,-19.1%,13.5%,8.2,-66.7*,-4.8%
Cn1cc(CC(=O)NCCCN2CCOCC2)c2ccccc21,-5.5,12.9%,-14.1%,5.8%,16.3,-1.5,4.0%
COc1ccc(OC)c(-c2nnc(-c3ccc(C)o3)o2)c1,35.9*,-2.2%,-1.2%,-2.1%,74.7,84.3,-4.8%
Cc1c(OC(C)C(=O)O)ccc2c3c(c(=O)oc12)CCCC3 (stereo unspecified),-3.2,-4.9%,-20.2%,1.2%,-10.9,-30.2,1.4%
CCN(CC)C(=O)c1cc2c(=O)c3cc(F)ccc3oc2nc1C,38.5*,-10.3%,8.6%,4.0%,63.7*,21.3,-1.5%
CCN(CC)C(=O)C1CCCN(C(=O)c2oc3ccc(C)cc3c2C)C1 (stereo unspecified),14.1,-0.7%,116.6%[activator],.,12.3,13.9,?
COC(=O)c1sccc1NC(=O)c1ccc(C)s1,-2.1,4.1%,-29.5%,-3.1%,0.7,70.2,-5.9%
CC(C)(C)c1cc2cccnc2n1Cc1cccc(Cl)c1,-4.0,-2.3%,28.4%,0.6%,-11.0,-10.8,-1.6%
CCn1cc(C(=O)NC(=S)Nc2ccccc2Br)cn1,22.8*,-1.6%,-4.3%,-20.4%,41.0*,13.5,3.9%
COc1ccc2c(COC(=O)CC3Sc4ccccc4NC3=O)cc(=O)oc2c1 (stereo unspecified),19.9*,-8.3%,-40.9%,-1.0%,55.9,-38.9,-1.8%
COc1cccc(-n2c(Cc3cc(=O)[nH]c(=O)[nH]3)nnc2SCC(=O)NC2CCCCC2)c1,-2.9,6.5%,-0.4%,-2.6%,16.2,24.7,-14.6%
COc1ccc(C2c3c(nc[nH]c3=O)Oc3nc[nH]c(=O)c32)cc1,-3.7,.,-3.0%,-17.8%,-4.9,.,-6.1%
CCOC(=O)CSc1nnc(-c2ccco2)n1-c1ccccc1,2.4,6.8%,-2.3%,2.0%,65.9,39.0,-3.5%
# Carrying on.
SMILES,CHX counter,AMA1 RON2 block,AmpC no deterg,FBPA Giardia inh,Shiga inhibitor,HCMV inh,AmpC inh detg
O=C(NCCc1nnc2ccc(NCCCN3CCOCC3)nn12)c1ccccc1F,1.3,-4.2%,-10.8%,-8.3%,-7.3,-9.8,-3.5%
Cc1ccc(NC(=O)c2ccc(CSc3nnc(-c4ccncc4)n3C)cc2)cc1,5.8,-0.1%,-7.7%,2.8%,18.1,6.2,-7.1%
CCCCC(=O)Nc1ccnc(-c2cccnc2)n1,-1.2,-0.7%,-20.7%,2.8%,-5.2,20.9,-19.7%
Cc1cc(C(=O)NNC(=O)c2cccc([N+](=O)[O-])c2)n[nH]1,.,117.4%[activator],-12.1%,.,.,-2.2,0.8%
Cc1nc(C(=O)NCCC(C)C)sc1C1(C)CC(c2cccc([N+](=O)[O-])c2)=NO1 (stereo unspecified),2.9,-3.7%,-10.9%,-0.5%,-2.3,-9.9,4.6%
COc1ccc(/C=N\NC(=O)c2ccccc2Br)cc1COc1ccc(F)cc1,-1.3,-4.0%,-15.2%,-1.5%,-7.2,-16.8,?
CSc1ccccc1NC(=O)Nc1cccc(Cl)c1C,20.7,0.0%,-20.0%,7.7%,16.6,-8.3,2.1%
Cc1cccc(NC(=O)CN(CC2CCCO2)C(=O)c2oc3ccccc3c2C)c1C (stereo unspecified),.,-0.4%,90.7%[activator],.,.,-10.1,9.1%
O=C(CSc1nnc(-c2ccc(Br)o2)n1Cc1ccccc1)c1ccccc1F,-1.0,3.0%,-17.5%,-0.2%,-11.9,-16.7,-2.3%
CCOC(=O)N1CCC(NC(=O)c2ccc(CS(=O)(=O)c3ccccc3C)o2)CC1,3.0,6.8%,24.2%,-2.4%,-4.1,10.3,-8.2%
CCOC(=O)c1cnc(-c2ccccc2)nc1N1CCOCC1,-2.2,-10.6%,41.1%,0.6%,-5.1,-7.6,-8.0%
O=C(CCc1ccccc1)Nc1cc(C(F)(F)F)ccc1Cl,-3.3,6.0%,-36.0%,-1.3%,-5.8,-7.4,0.3%
O=C(O)c1ccc(/C=N/Nc2ccc(S(=O)(=O)N3CCCC3)cc2[N+](=O)[O-])cc1,1.0,9.8%,-18.2%,0.1%,36.4,-10.2,8.2%
O=C(CC1SC(=NCc2ccccc2)NC1=O)Nc1ccccc1 (stereo unspecified),2.9,-4.0%,-17.6%,0.9%,9.0,10.1,-6.6%
CC(=O)c1ccc(OCC(O)CN2CCN(c3ccc(F)cc3)CC2)cc1 (stereo unspecified),-1.5,1.1%,1.0%,-19.0%,-6.2,0.7,-6.3%
CN(C)S(=O)(=O)n1ccnc1,-3.4,-0.9%,-7.5%,-2.3%,-9.4,10.8,-1.1%

# Bioassay records as filed in PubChem BioAssay.
